Ecoli viability = E. coli V3065 growth inhibition, primary screen, counter-screen for AddAB inhibitor project, absorbance, OD600 | 18 h | inhibition, % at 11.9 µM | actives 0.27% (n = 330,000) | AID 449728, 2010;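 active = inhibition above the campaign's mean inhibition across all tested compounds plus 3 SD, cut at about 9.9% in these data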;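 note: uninfected addAB+ strain grown without phage in ampicillin broth; 0% = DMSO wells and 100% = ciprofloxacin 0.95 µg/ml wells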
AddAB inh = growth inhibition of E. coli expressing H. pylori AddAB, primary screen, AddAB inhibitor project, absorbance | AID 435030, 2010 | actives 0.29% (n = 330,000) | inhibition, % at 11.9 µM; in the data active = inhibition above about 12%;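 note: 0% = vehicle wells of infected cells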
phage Ecoli inh = growth loss of phage-infected E. coli, primary screen, RecBCD inhibitor project, absorbance, with phage, HTS; inhibition, % at 11.9 µM; actives 0.26% (n = 360,000); in the data active = inhibition above about 11%
CAL PDZ FP-1 = CAL PDZ peptide-binding inhibitors, primary screen, biochemical, fluorescence polarization, Cer-tagged CAL PDZ, HTS; Golgi-associated PDZ and coiled-coil motif-containing protein (Homo sapiens), Q9HD26; purified CAL PDZ, TMR-peptide fluorescence polarization, 1 h; inhibition, % at 20 µM; actives 0.02% (n = 330,000); AID 504414, 2011;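 active = highest replicate inhibition of at least 40%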;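 note: plate controls were DMSO neutral control wells for no effect and unlabeled competitor peptide control wells for full effect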
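Control set: unlabelled peptide and DMSO controls / Material: purified CerCALP PDZ construct / Timing: 1 h incubation at room temperature before polarization reading / Doses: 20 µM, one dose / Detection: fluorescence polarization (mP)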
SR-BI uptake up = activators of SR-BI mediated DiI-HDL uptake, primary screen, ldlA[mSR-BI] CHO cells, DiI fluorescence; 3 h; 100 = double the neutral-control signal; activation, % at 12.5 µM; actives 0.096% (n = 320,000);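 active = mean replicate activation of at least 60% and every replicate at or above 60%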;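 note: 0% = median plate neutral-control signal and 100% = twice that signal; values of inactives mirror those of a sister screen read the other way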
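Assay system: LDL receptor-deficient CHO ldlA cells overexpressing murine SR-BI / Medium: BSA-supplemented, HEPES-buffered Ham's F12, pH 7.4 / Probe or stimulus: DiI-labelled HDL at 10 µg/mL final / Timing: compound with DiI-HDL co-incubation, 3 h at 37 °C / Technique: bottom-read cell fluorescence after medium removal, ex 550/em 595 nm / Measure: HDL uptake via cellular fluorescence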
CAL PDZ FP-2 = untagged CAL PDZ binding inhibitors, primary screen, biochemical, fluorescence polarization, HTS; purified CAL PDZ, TMR-peptide fluorescence polarization, 1 h; inhibition, % at 24.9 µM; actives 0.92% (n = 300,000); AID 602252, 2012;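 active = mean inhibition of at least 30% with at least half of replicates also reaching 30%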;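 note: 0% = DMSO neutral control and 100% = excess unlabeled competitor peptide PRC23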
MITF TRPM1 HTS = activators of MITF-driven TRPM1 promoter reporter, primary screen, cell-based, SK-MEL-5, luciferase, single point | SK-MEL-5 TRPM1-promoter luciferase, 24 h; % of positive control, neutral wells = 0 | activation, % at 12.5 µM | actives 0.75% (n = 300,000) | AID 588334, 2011;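 active = mean activation of at least 80% with every replicate also reaching 80%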;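 note: 0% = neutral control wells and 100% = parthenolide positive control wells; values of inactives mirror those of a sister screen read the other way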
SR-BI DiI inh = inhibitors of SR-BI mediated HDL lipid uptake, primary screen, ldlA[mSR-BI] cells, fluorescence, single point; Scavenger receptor class B member 1 (Mus musculus), Q61009; ldlA[mSR-BI] CHO cells, DiI-HDL uptake fluorescence, 3 h; inhibition, % at 12.5 µM; actives 0.96% (n = 320,000);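 active = mean replicate inhibition of at least 70% and a set share of replicates each scoring 70 or more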;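 note: 0% = median of neutral control wells and 100% = median of positive control wells; values of inactives mirror those of a sister screen read the other way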
Target sequence (Q61009 whole entry, looked up): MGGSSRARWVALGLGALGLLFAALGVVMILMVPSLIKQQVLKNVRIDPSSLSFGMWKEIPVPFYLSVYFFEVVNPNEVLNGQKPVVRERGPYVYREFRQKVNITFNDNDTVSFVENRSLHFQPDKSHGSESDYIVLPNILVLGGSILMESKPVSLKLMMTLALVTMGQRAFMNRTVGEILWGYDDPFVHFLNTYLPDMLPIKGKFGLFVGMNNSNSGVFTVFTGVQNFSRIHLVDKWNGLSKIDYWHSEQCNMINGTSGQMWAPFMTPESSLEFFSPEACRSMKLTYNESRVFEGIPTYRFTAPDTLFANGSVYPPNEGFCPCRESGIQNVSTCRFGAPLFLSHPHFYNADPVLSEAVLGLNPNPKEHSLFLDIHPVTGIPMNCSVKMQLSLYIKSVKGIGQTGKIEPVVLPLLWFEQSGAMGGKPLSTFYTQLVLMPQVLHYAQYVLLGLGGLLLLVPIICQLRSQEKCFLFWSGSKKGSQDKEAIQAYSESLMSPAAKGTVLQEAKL
Tat transport = E. coli Tat export inhibitors, primary screen, MC4100, TorA-mCherry reporter, fluorescence, single point; inhibition, % at 10 µM; actives 0.036% (n = 340,000);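 active = mean replicate inhibition at least 50% and at least half of replicates individually reaching 50%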;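 note: exported cargo escapes ClpAP degradation while cytoplasmic cargo is degraded and loses fluorescence; 0% = median of neutral control wells and 100% = median of NaSCN control wells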
Wnt bcat act = Wnt/beta-catenin pathway activators, primary screen, cell-based, plate reader, single point; Wnt/beta-catenin reporter cell assay, activator; activation, % at 9.35 µM; actives 1.2% (n = 300,000); in the data active = activation above about 30%, passing the limit was not always enough;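 note: 0% = neutral control wells and 100% = positive control wells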
* = called active by the depositor; x = no result given.

SMILES | Ecoli viability | AddAB inh | phage Ecoli inh | CAL PDZ FP-1 | SR-BI uptake up | CAL PDZ FP-2 | MITF TRPM1 HTS | SR-BI DiI inh | Tat transport | Wnt bcat act
CCc1nc(SCC(=O)NCC2CCCO2)c2oc3ccccc3c2n1 (centres undefined) | -2.2 | 0.1 | 4.7 | -0.7 | -32 | -3 | 0 | 32 | -7 | x
CCOC(=O)c1cc(-c2cc3ccccc3o2)nc2c1c(=O)[nH]c(=O)n2CCOC | -4.3 | 1.6 | 1.3 | 0.2 | 12 | x | x | -12 | 9 | 0
O=C(NNc1cccc(Cl)n1)Nc1ccccc1 | -1.9 | -0.3 | 2.9 | x | 13 | 2 | x | -13 | -1 | -1
COc1ccc(C)cc1NC(=O)Cc1c(C(=O)O)n(C)c2ccccc12 | 0.6 | 0.3 | 0.2 | -2.0 | 21 | -4 | -2 | -21 | 15 | -3
Cc1ccc2c(c1)[C@@H]1[C@H](CO2)[C@H](c2ccccc2)[C@]2(C)C(=O)N[C@H](C)C(=O)N12 | 1.1 | 1.6 | 2.9 | -0.8 | 4 | -2 | -2 | 0 | -5 | 2
COc1ccc(NC(=O)CSc2nnc(-c3ccccc3C)n2N)cc1 | -0.4 | 2.9 | 1.6 | 0.9 | 3 | 3 | -4 | -3 | -9 | 10
COc1cccc(/C=C(\C#N)c2nc3ccc(C)cc3[nH]2)c1OCC(=O)O | -0.1 | -0.6 | 0.1 | 0.0 | 3 | -4 | 0 | -3 | 5 | 0
O=C(NCc1ccccc1)C1=C[C@@H](C2CC2)C[C@@H](OCc2ccc(CO)cc2)O1 | -0.2 | -1.3 | 0.3 | -1.2 | 3 | -3 | 14 | -3 | -4 | -1
CCOC(=O)c1c(S(=O)(=O)NCCCc2ccco2)c(C)n(C)c1C | -0.3 | 3.2 | 1.8 | -2.2 | 1 | -4 | 3 | -1 | 10 | -1
O=C(Nc1cccc(C(=O)N2CCCCC2)c1)c1ccc(Cl)cc1 | 1.3 | 1.5 | 2.5 | -2.4 | -47 | -2 | 10 | 47 | -1 | 5
COc1ccc(/C=C/C(=O)O)cc1S(=O)(=O)N1CCc2ccccc21 | x | x | 0.1 | -0.2 | x | 8 | 5 | x | 2 | 8
O=C(CSc1ccccn1)Nc1cccc(S(=O)(=O)N2CCCC2)c1 | 1.1 | 1.6 | 0.9 | 0.1 | -5 | -2 | 3 | 5 | -4 | -2
CCCOc1ccccc1C(=O)N(Cc1ccco1)C1CCS(=O)(=O)C1 (centres undefined) | -1.5 | 0.9 | 3.3 | -0.6 | 16 | -3 | x | -16 | 4 | 1
COc1ccc(C2C(C(=O)NCc3ccccn3)c3cc(OC)c(OC)cc3C(=O)N2C)cc1 (centres undefined) | -3.7 | 2.1 | 3.1 | -2.4 | 6 | -3 | 3 | -6 | 0 | x
O=C(Nc1ccccc1)c1cc2ccccc2[nH]1 | 0.7 | 1.3 | 2.8 | -2.2 | 14 | -2 | 21 | -14 | 7 | -1
COc1ccccc1CCc1nnc(CCC(=O)N(C)Cc2cccc3ncccc23)o1 | -1.2 | -1.1 | -0.8 | -3.1 | -32 | -2 | 0 | 32 | -4 | 0
CCCCn1c(N)c(N(CCOC)C(=O)CSCc2ccc(C)cc2)c(=O)[nH]c1=O | 3.3 | 3.2 | 0.5 | -0.3 | 22 | -4 | 8 | -22 | 7 | 3
O=C1C2CC=CCC2C(=O)N1c1nccs1 (centres undefined) | x | x | 3.9 | 0.7 | 23 | 3 | -1 | -23 | 0 | -2
O=C(O)CSc1c(-c2ccccc2)c2cc(Cl)ccc2[nH]c1=O | -0.5 | 3.0 | 1.5 | -3.1 | 2 | -5 | 4 | -2 | 1 | 0
C/C(=N\NC(=O)c1nnn(-c2nonc2N)c1-c1ccc2c(c1)OCO2)c1ccc(F)cc1 | -0.2 | 1.4 | -2.9 | -0.1 | -5 | 7 | 7 | 5 | -2 | -2
COc1cccc(NC(=O)c2cccc(OC)c2OC)c1 | -0.5 | 3.7 | 3.3 | -1.0 | -5 | x | x | 5 | 7 | 21
COc1ccc(CN2C(=O)c3cccnc3C2Nc2cc(Cl)ccc2OC)cc1 (centres undefined) | -0.2 | -1.1 | 3.0 | 7.3 | 10 | 4 | 3 | -10 | 5 | x
CCN(Cc1ccccc1)C(=O)COC(=O)c1c(C)nsc1NC | 0.7 | 1.5 | 2.8 | -0.1 | -8 | -5 | -3 | 8 | 3 | 1
COc1ccc(Oc2nc(Oc3ccc(OC)cc3)nc(Oc3ccc(OC)cc3)n2)cc1 | 0.2 | 2.0 | 0.4 | -0.4 | 42 | -6 | x | -42 | -4 | -4
NC(=O)c1cc([N+](=O)[O-])ccc1NCc1cccnc1 | 1.6 | 2.2 | 4.2 | -0.1 | 13 | -6 | 6 | -13 | 4 | 0
CC(C)Cn1c(=O)c2ccccc2n2c(CCC(=O)NCC3CCCO3)nnc12 (centres undefined) | -1.8 | 0.8 | 2.5 | 0.8 | 10 | -5 | 7 | -10 | -10 | -1
CCOC(=O)N1CCN(c2c(N3CCN(c4cccc(C)c4C)CC3)c(=O)c2=O)CC1 | x | x | 2.8 | 0.8 | -28 | x | x | 28 | -2 | -1
COc1cc(/C=C(\C#N)C(=O)Nc2ccc3c(c2)OCCO3)ccc1O | 0.3 | 1.4 | 0.3 | 0.1 | -18 | 3 | 66 | 18 | 1 | 14
c1ccc2sc(SN3CCOCC3)nc2c1 | 3.1 | -0.1 | 2.4 | x | 1 | -4 | -9 | -1 | -7 | x
CC1=CC(C)(C)N2C(=O)C3(C(C#N)=C(N)Oc4cc(C)oc(=O)c43)c3cccc1c32 (centres undefined) | 0.4 | 2.4 | 1.6 | -1.0 | 1 | -5 | -11 | -1 | 7 | x

Ordered by the number under SR-BI uptake up (low to high): some entries from above
smiles	SR-BI uptake up
COc1ccccc1CCc1nnc(CCC(=O)N(C)Cc2cccc3ncccc23)o1	-32
C/C(=N\NC(=O)c1nnn(-c2nonc2N)c1-c1ccc2c(c1)OCO2)c1ccc(F)cc1	-5
NC(=O)c1cc([N+](=O)[O-])ccc1NCc1cccnc1	13

Next section:
SMILES | Ecoli viability | AddAB inh | phage Ecoli inh | CAL PDZ FP-1 | SR-BI uptake up | CAL PDZ FP-2 | MITF TRPM1 HTS | SR-BI DiI inh | Tat transport | Wnt bcat act
Cc1cc(C)n(-c2nnc(C)c(=O)[nH]2)n1 | 2.4 | 0.5 | 2.5 | -0.5 | 21 | 0 | x | -21 | -5 | 2
C[C@H](CO)N1C[C@H](C)[C@@H](CN(C)S(=O)(=O)c2ccccc2)Oc2c(cccc2N(C)C)C1=O | -0.3 | 2.4 | 0.9 | -0.7 | 14 | 2 | 10 | -14 | -2 | -2
O=C(O)CC1(CC(=O)NCc2csc(-c3cccs3)n2)CCCCC1 | 1.6 | 0.9 | 2.1 | -0.1 | 12 | x | 0 | -12 | -1 | 0
CC1(C)CC(=O)C(C(=O)/C=C/c2ccco2)C(=O)C1 | 0.2 | -0.9 | 1.4 | 0.2 | 26 | x | -19 | -26 | -6 | 1
CCOc1ccc(S(=O)(=O)N(CC)CC(=O)NCc2ccncc2)cc1 | -0.2 | 3.1 | 3.7 | -1.0 | 5 | x | 10 | -5 | -4 | 1
CCc1nc(SCC(=O)NCc2ccc(F)cc2)c2c(=O)n(C)c(=O)n(C)c2n1 | -3.0 | -1.9 | 1.4 | 0.3 | -30 | -2 | x | 30 | -2 | -2
c1ccc(-n2nnnc2Cc2nnnn2-c2ccccc2)cc1 | 4.2 | 3.3 | 4.9 | -1.0 | 43 | x | 2 | -43 | -2 | 0
COc1ccc2c(c1)c(C(=O)N/N=C/c1cn(C)c3ccccc13)c(C)n2C | -1.5 | -0.1 | -0.1 | 0.6 | -36 | -4 | x | 36 | 7 | -1
Cc1ccnc2nc(C(=O)NC3=NCCS3)nn12 | -2.3 | -1.8 | 1.5 | -1.4 | x | 1 | -2 | x | 15 | -1
COc1cccc(N(C(=O)c2ccco2)C(C(=O)NC2CCCC2)c2ccc(N3CCOCC3)cc2)c1 (centres undefined) | 2.3 | 4.2 | -3.6 | -3.0 | 10 | -1 | 0 | -10 | 0 | 1
COC1Cc2ccccc2N(C(=O)N2CCN(CCO)CC2)c2ccccc21 (centres undefined) | 2.6 | 3.6 | 3.7 | -2.3 | 31 | x | 4 | -31 | 1 | x
COc1ccc(NC(=O)CC2SC(N)=NC2=O)c([N+](=O)[O-])c1 (centres undefined) | -1.6 | -2.5 | 4.9 | -1.6 | 15 | -7 | 1 | -15 | -6 | 0
COc1ccc2c(c1)CC/C(=C/c1ccncc1)C2=O | -1.0 | 1.7 | x | -0.7 | 3 | -7 | -4 | -3 | 1 | x
O=C(COC(=O)c1ccc(Br)o1)NCC(=O)Nc1ccc(F)cc1 | -0.9 | 2.5 | 3.8 | -0.8 | 2 | -2 | -1 | -2 | -4 | -2
COC(=O)c1c(-c2cccc(C)c2)csc1N | -1.2 | 3.0 | 3.1 | -0.8 | 12 | -6 | 2 | -12 | -4 | x
COCC(=O)N1CCC(Oc2ccc(C(=O)N(C)C3CCCCC3)cc2)CC1 | x | x | 2.3 | -1.0 | -8 | -4 | -4 | 8 | -5 | 2
COc1ccc(OC)c2sc(NC(=O)c3ccc(Cl)s3)nc12 | -1.5 | 1.0 | 1.8 | 0.3 | -87 | x | x | 87* | -2 | 3
Cc1ccc(O)c(-c2cc(-c3ccc(F)cc3)no2)c1 | -0.5 | 0.7 | 3.5 | 0.6 | 2 | -1 | 25 | -2 | 0 | 44*
COc1ccc(C2CC(=O)c3cnn(-c4nc(C)cc(C)n4)c3C2)cc1 (centres undefined) | 0.2 | 0.1 | 2.9 | -0.4 | -4 | x | -8 | 4 | -1 | -1
CCCCc1c(C)nc2ccc(Br)cc2c1SC(N)N | x | x | -0.1 | 0.8 | 13 | x | 9 | -13 | -1 | 0
CCN1C(=N)N(c2ccccc2)C(=O)C(CC)(CC)C1=O | x | x | 1.6 | -1.0 | 6 | 1 | -11 | -6 | 0 | -4
OCCN1CCN(CC(O)COc2ccc(Cl)cc2)CC1 (centres undefined) | 0.1 | -0.3 | 0.6 | 0.0 | x | -3 | 2 | -17 | 3 | x
Clc1ccc(Nc2cc(-c3ccccc3)nc3ncnn23)cc1 | 1.3 | 2.4 | 3.0 | x | x | x | x | x | x | 4
Cc1ccc2c(c1)N(C(=O)CCC(=O)NC1CCC(C)CC1)CCO2 (centres undefined) | -0.4 | -1.0 | 2.0 | -1.6 | -20 | x | 1 | 20 | 1 | -2
